Compound activity deposited in PubChem by ICCB-Longwood Screening Facility, Harvard Medical School.
Polio RdRp inh: inhibitors of poliovirus RNA polymerase binding and polymerization; P03300; poliovirus polymerase elongation, fluorescence polarization; hits give low values; 150,000 compounds, 0.66% hits; % elongation, % (compound at 16.7 µg/mL); in the data active = % elongation below about 90%; also: some results filed as inactive read as strong as hits
Target sequence (P03300 1749-2209 limits assumed): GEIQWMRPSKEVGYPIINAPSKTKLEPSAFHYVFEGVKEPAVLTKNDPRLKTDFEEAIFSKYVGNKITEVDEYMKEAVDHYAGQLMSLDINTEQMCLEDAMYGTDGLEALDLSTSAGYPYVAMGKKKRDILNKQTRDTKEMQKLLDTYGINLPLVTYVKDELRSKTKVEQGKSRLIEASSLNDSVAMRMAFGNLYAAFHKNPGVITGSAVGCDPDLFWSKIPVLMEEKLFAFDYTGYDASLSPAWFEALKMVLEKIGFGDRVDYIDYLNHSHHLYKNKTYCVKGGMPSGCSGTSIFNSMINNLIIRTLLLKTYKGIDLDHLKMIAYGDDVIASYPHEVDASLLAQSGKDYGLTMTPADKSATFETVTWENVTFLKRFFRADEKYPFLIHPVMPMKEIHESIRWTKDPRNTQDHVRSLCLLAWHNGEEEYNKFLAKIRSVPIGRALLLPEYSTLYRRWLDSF
Polio RdRp inh FP z-score: further read-out of Polio RdRp inh, marked with its call; z-score; measured here: FP z-score; hits read low
* hit, by the source's call; & = joins results of further samples.

Order of values: Polio RdRp inh, Polio RdRp inh FP z-score
Cc1[nH]c2ccccc2c1C(=O)CC#N
    101, -0.1
CCCCNc1ncnc2c1nnn2Cc1ccccc1Cl
    105, 0.7
CCCN1C(=O)C(C#N)=C(C)/C(=C\c2ccc(-c3ccc(Br)cc3)o2)C1=O
    102, -0.1
CCn1ccc2c(OCC(=O)Nc3ccc(C(C)=O)cc3)cccc2c1=O
    101, -1.4
O=C(Cn1nc(Cc2cccnc2)c2ccccc2c1=O)Nc1cccc(C(F)(F)F)c1
    105, 0.1
C=CCN1C(=O)NC(=O)/C(=C/C=C/c2ccccc2)C1=O
    100, 0.1
CCOC(=O)C1C2NC(=S)NC1(C)Oc1ccccc12 (centres undefined)
    101, 0
O=C(C1CCN(S(=O)(=O)c2cccc3nonc23)CC1)N1CCN(c2ccc(F)cc2)CC1
    107, 0.3
C=Cc1ccc(Cn2c(C(=O)O)c(CNCc3cc(Br)ccc3OC)c3ccc(C)cc32)cc1
    113, 1.1
CNc1nc(-c2ccccc2)cc(-c2ccccc2)n1
    111, 0.9
CCOc1cc(N(CC)CC)ccc1C=C1C(=O)NC(=S)NC1=O
    98, -0.8
COc1ccccc1NC(=O)c1sc2nc3c(cc2c1N)CN(Cc1ccccc1)CC3
    114, 1.2
O=C(Nc1cccc(Cl)c1Cl)c1ccc2c(c1)N(Cc1cccc(Cl)c1)C(=O)c1ccccc1S2(=O)=O
    111, 1.9
C=CCN1C(=O)C(CC(=O)NCC)SC1=Nc1ccc(S(N)(=O)=O)cc1 (centres undefined)
    105, 1.3
O=C(NCCC1=CCCCC1)C1CCN(C(=O)N2CCOc3ccc(Cl)cc32)CC1
    115, 1.5
Cc1nn(-c2ccccc2)c(C)c1CN(C)CC(=O)NC1CCS(=O)(=O)C1 (centres undefined)
    104, 0.2
O=C(CO)N/N=C\c1c(F)cccc1Cl
    102, 0.3
Cc1ccc(NC(=O)CSc2nc(=O)cc(N)n2-c2ccccc2)cc1
    102, -0.7
CC(C)NC(=O)c1cc2c(s1)-c1ccccc1SC2
    102, -0.4
c1ccc(-c2csc3ncnc(Sc4nnnn4-c4ccccc4)c23)cc1
    101, 0.1
Cc1cccc(CNC(=O)c2ccc(C)c(-n3c(C)nc4cccnc43)c2)c1
    104, -0.5
Cc1oc2ccccc2c1-c1ccc2ccccc2n1
    99, -0.6
Clc1ccc(C2=NCCc3sccc32)cc1
    101, -0.3
Cc1ccc(N2C(=O)CS(=O)(=O)C23C(=O)N(Cc2ccccc2C)c2ccccc23)cc1Cl (centres undefined)
    98, -1.6
COc1ccc(OC)c(NC(=O)CCNS(=O)(=O)c2cccc3nsnc23)c1
    106, 0.3
COc1cccc(N2C(=O)C(CC(=O)Nc3ccccc3)N(CCc3sccc3C)C2=O)c1 (centres undefined)
    105, 0.1
N/C(COc1ccccc1Cl)=N\O
    102, 0.2
CCOc1ccccc1CNc1ncnc2c1nc1n2CCCCC1
    102, 0
Cn1cnc2c(=O)oc3ccc(S(=O)(=O)NCCc4ccccc4)cc3c21
    97, -0.4
COc1ccc(OC)c(NS(=O)(=O)c2ccc3c(c2)CCCN3C(=O)C2CCC2)c1
    107, 0

Compounds from the list above that contain four or more nitrogen atoms:
Order of values: Polio RdRp inh, Polio RdRp inh FP z-score
CCCCNc1ncnc2c1nnn2Cc1ccccc1Cl
    105, 0.7
O=C(Cn1nc(Cc2cccnc2)c2ccccc2c1=O)Nc1cccc(C(F)(F)F)c1
    105, 0.1
O=C(C1CCN(S(=O)(=O)c2cccc3nonc23)CC1)N1CCN(c2ccc(F)cc2)CC1
    107, 0.3
COc1ccccc1NC(=O)c1sc2nc3c(cc2c1N)CN(Cc1ccccc1)CC3
    114, 1.2
C=CCN1C(=O)C(CC(=O)NCC)SC1=Nc1ccc(S(N)(=O)=O)cc1 (centres undefined)
    105, 1.3
Cc1nn(-c2ccccc2)c(C)c1CN(C)CC(=O)NC1CCS(=O)(=O)C1 (centres undefined)
    104, 0.2
Cc1ccc(NC(=O)CSc2nc(=O)cc(N)n2-c2ccccc2)cc1
    102, -0.7
c1ccc(-c2csc3ncnc(Sc4nnnn4-c4ccccc4)c23)cc1
    101, 0.1
Cc1cccc(CNC(=O)c2ccc(C)c(-n3c(C)nc4cccnc43)c2)c1
    104, -0.5
COc1ccc(OC)c(NC(=O)CCNS(=O)(=O)c2cccc3nsnc23)c1
    106, 0.3
CCOc1ccccc1CNc1ncnc2c1nc1n2CCCCC1
    102, 0

Continuation.
Order of values: Polio RdRp inh, Polio RdRp inh FP z-score
O=C(Nc1ccc(F)cc1)c1ccc(-n2cnc3cccnc32)cc1
    108, 0.2
O=C(N(c1ccccn1)c1ccccn1)C12CC3CC(CC(C3)C1)C2
    106, 0.3
O=C(OCc1cc(=O)n2nc(C3CC3)sc2n1)c1cccc(NC(=O)c2ccccc2Cl)c1
    109, 0.6
Cc1nc2cc(S(=O)(=O)N3CCC(C(=O)NCc4ccoc4)CC3)ccc2n1C1CCCC1
    101, -0.5
CC(C)Oc1ccc(CNC(=O)C2COc3ccccc3C2)cc1 (centres undefined)
    107, 0
CN1CC(C(=O)Nc2ccc3c4c(cccc24)CC3)CC1=O (centres undefined)
    100, -1.1
CSc1n[nH]c(=O)n1-c1cccc(Cl)c1
    103, 0.3
O=C(NC1CCCC1)C1CCN(C(=O)c2cc3sccc3n2Cc2ccc(F)cc2)CC1
    104, 1.1
N#Cc1c(NC(=O)c2ccco2)sc2c1CCCC2
    102, 0.2
CC(C)OC(=O)CSC1=C(C#N)C(c2ccccc2Cl)CC(=O)N1 (centres undefined)
    104, 0.5
N#Cc1c(-c2ccccc2Cl)c(C#N)c2nc3ccccc3n2c1N
    105, 1.2
Cc1ccc2c(NC(=O)C3CC3)cccc2n1
    100, -0.9
Cc1nc2cc(C(=O)O)ccc2n1C
    101, -0.3
COc1ccc(-c2cn3nc(N4CCC(C(=O)NCc5ccccc5F)CC4)sc3n2)cc1
    106, -0.3
CCCCN(CC)CCCNC(=O)c1cn(C)c(=O)c2c1c1ccccc1n2C
    107, 0.5
COc1ccc(NC(=O)/C=C/c2ccc(OC)c(OC)c2)cn1
    102, 0.3
Cc1cccc(NC(=O)CCCn2c(C)c3cnn(-c4ccccc4)c(=O)c3c2C)c1C
    106, 0
O=C(C1=C(O)C(=O)N(Cc2ccccc2)C1c1ccco1)c1ccco1 (centres undefined)
    101, 0
O=C(COc1ccc(C2Nc3cccc4cccc(c34)N2)cc1)Nc1ccccc1
    101, -0.3
Cn1c(=O)oc2cc(S(=O)(=O)N3CCCC(C(=O)N4CCN(c5ccc(F)cc5)CC4)C3)ccc21 (centres undefined)
    109, 0.3
Brc1ccc(-c2csc(N/N=C/c3ccco3)n2)cc1
    100, -0.2
COc1ccc(NC(=O)Cn2c(=O)oc3cc(S(=O)(=O)N4CCCC4)ccc32)cc1OC
    98, -1.4
N#Cc1c(C(F)(F)F)cc(-c2cccs2)nc1SCC(=O)Nc1ccc(Cl)cc1
    111, 1.8
CC1=C(C(=O)OCc2ccc(C)cc2)C(c2ccccc2Cl)CC(=O)N1 (centres undefined)
    101, -1.2
COC(=O)c1ccc(NC(=O)c2cc(=O)c3ccc(C)cc3o2)cc1
    105, -0.4
N#CCC(=O)NCc1ccc(Cl)cc1
    102, -0.1
CCN1CN=C(Nc2nc(C)c3cc(C)ccc3n2)NC1
    101, 0.1
CCn1c(=O)c2cc(C(=O)N(Cc3ccccc3)C(C)C)sc2c2ccccc21
    100, -1
CCOc1cc2c(cc1CNC(=O)C1CC1)OC(C)C2 (centres undefined)
    102, -0.2
Cc1nn(-c2ccccc2)nc1C(=O)N(C)c1nnc(C(F)(F)F)s1
    104, -0.1
COc1ccc(Cl)cc1NC(=O)N(C)CCc1c(C)nn(C)c1C
    109, 0.6
O=C(COC(=O)Cc1ccc(Cl)cc1Cl)NC1CC1
    100, -0.4
Cc1ccccc1NC(=O)CSc1nc(-c2ccc(F)cc2)c2cccc(C)c2n1
    103, -1.3
CCn1c(C(=O)NCc2ccccc2OC)cc2sccc21
    104, -0.3
Cc1ccc2cccc(OCC(N)=O)c2n1
    99, -0.1
CN(CCOc1ccccc1Cl)Cc1ccccc1
    104, 0
CC1Cc2ccccc2N1C(=O)CSc1nnc2n1C(C)(C)Cc1ccccc1-2 (centres undefined)
    102, 0.2
Cc1ccccc1-c1nnc2n1C(C)(C)Cc1ccccc1-2
    110, 0.7
CC(c1ccccc1)n1c(CCn2ncc3ccccc3c2=O)n[nH]c1=S (centres undefined)
    105, 1.4
Cc1cc2[nH]c(=O)c(=O)[nH]c2cc1S(=O)(=O)N(CC(C)C)CC(C)C
    103, 0.4
CCOC(=O)C1CCCN(C(=O)c2cc3c(=O)[nH]c4ccc(C)cc4c3s2)C1 (centres undefined)
    105, -0.6
Cc1ccc(CCNS(=O)(=O)c2cc(-c3cc(C)no3)ccc2C)cc1
    108, 0.2
O=C(O)CCN1CCC(Cc2ccccc2)CC1
    100, -0.5
Cc1ccc(C(CC(=O)O)c2ccco2)cc1 (centres undefined)
    101, 0
N#Cc1cc2c(nc1SCc1ccccc1)CCC2
    103, 0

The results go on.
mol	Polio RdRp inh	Polio RdRp inh FP z-score
CNC(=O)Nc1ccc2nc(C)sc2c1	100	-0.5
C/C=C/C(=O)c1cc(Cl)ccc1O	98	-0.4
Oc1ccc(CC2CC3CCN2CC3)cc1 (centres undefined)	101	-0.1
CCS(=O)(=O)N1CC(=O)N(c2cc(Cl)ccc2C)C(C)(C(=O)NC2CCCCCC2)C1 (centres undefined)	107	0.3
COc1ccc(S(=O)(=O)c2c(O)c3ccc(C(=O)Nc4ccccc4)cc3[nH]c2=O)cc1	104	0.2
COc1ccccc1CNC(=O)CC1N=C2c3ccccc3N=C(SCC(=O)Nc3ccc(F)cc3)N2C1=O (centres undefined)	105	-0.2
CC(C)(Cc1nc2ccccc2[nH]1)c1nc2ccccc2[nH]1	104	1
CC1CCN(C(=S)NC(=O)C2CCCCC2)CC1	100	-0.1
O=C(CSc1nnc(-c2cccs2)o1)Oc1ccccc1Cl	91	-2.6
Cc1ccc(-n2cc(-c3ccccc3)c3c(N4CCCC4)ncnc32)cc1	104	1.1
Cc1ccc(Cn2ccn(Cc3ccccc3F)c(=O)c2=O)cc1	104	-0.5
CCOc1ccc(-c2cc(-c3nc(-c4ccc(C)cc4)no3)[nH]n2)cc1	107	0.1
Cc1cc(C)c(NC(=O)CSc2nc3nccnc3c(=O)n2CCc2c[nH]c3ccccc23)c(C)c1	109	0.5
O=C(Nc1ccc(Br)c2cccnc12)c1cccc2ccccc12	102	-0.1
COc1ccc2nc3oc(C(=O)NC4CC4)cc3cc2c1	103	0.5
CCOC(=O)/C(C#N)=C/c1cc(C)n(-c2ccc(C)cc2)c1C	101	0.2
COC(=O)c1ccccc1NC(=O)Cn1c(=O)n(Cc2ccc(C(=O)NCc3ccc4c(c3)OCO4)cc2)c(=O)c2ccccc21	107	0.5
Cc1c(-c2ccccc2)oc2c(C(=O)N3CCC(=O)CC3)cccc2c1=O	103	-0.1
COc1ccc(Cn2c(SCc3ccc(C(=O)NC(C)c4ccccc4)cc3)nc3cccnc32)cc1 (centres undefined)	112	0.5
CN(C)/C=C/C(=O)C(F)(F)F	101	0
COC(=O)CNC(=O)Cn1cnc2sc(C)c(S(=O)(=O)N3CCC(C)CC3)c2c1=O	103	0.5
N#C/C(=C(/O)CCl)c1ccccn1	98	-1.2
CCn1c(=NC(C)=O)sc2ccccc21	102	-0.1
CCOC(=O)C1CNC(=S)NC1(C)O (centres undefined)	108	0.3
O=c1[nH]c2ccccc2nc1/C=C(\O)c1ccc(C2CCCCC2)cc1	101	-0.2
CCC12CN3CC(C)(CN(C1)C31C(=O)Nc3ccc(Br)cc31)C2=O (centres undefined)	102	0.2
CC1C/C(=N\NC(=O)c2ccccc2)CC(C)(C)C1 (centres undefined)	104	0
Cc1ccc(S(=O)(=O)c2nc(-c3ccc(F)cc3)oc2SCC(=O)NC2CCCCC2)cc1	109	1.4
COc1ccc(OC)c(CCNC(=O)c2cnn(-c3ccccc3)c2C2CCN(C(=O)OC(C)(C)C)CC2)c1	111	1
Cc1ccc(NC(=O)CC2SC(=NC3(c4c(O)[nH]c(=O)[nH]c4=O)CCCC3)NC2=O)cc1 (centres undefined)	102	0.2
CCOc1ccc(C(=O)N2CCC(C(N)=O)CC2)cc1	99	-0.9
N#Cc1nn(-c2c(Cl)cc(C(F)(F)F)cc2Cl)c(N)c1S(=O)C(F)(F)F (centres undefined)	99&100&101	-0.7&0.1&0.3
O=C(Cn1c(=O)n(Cc2ccco2)c(=O)c2oc3ccccc3c21)Nc1ccc(F)c(Cl)c1	109	0.5
Cc1ccc(N2CC(NC(=O)c3cc4ccccc4o3)CC2=O)cc1 (centres undefined)	113	1.4
COc1ccc(Cl)cc1NC(=O)Cn1c(=O)n(Cc2ccco2)c(=O)c2ccc(C(=O)NC3CCCC3)cc21	107	0.5
CCOC(=O)c1c(-c2ccc(OC)cc2)oc2ccc(OCc3ccc(Br)cc3)cc12	106	0.3
Cc1ccc(NC(=O)CSc2nc3c(c(=O)n2CCc2ccccc2)SCC3)cc1Cl	103	0.4
Cc1nnc(N(C)C(=O)c2ccc3c(c2)OCO3)s1	101	-0.1
CC(C)N(CC(N)=O)C(=O)COc1ccccc1C#N	111	1.2

Only part of the results is shown; count on the stated rates, not on these rows.
